# CBFb RUNX1 block = CBF-beta/RUNX1 interaction disruption. AlphaScreen CBFb-His/RUNX1-biotin binding, biochemical. Potency, µM (highest dose often 59.8 µM), without a hit: at the top dose activity, negative = inhibition, hits mostly inhibitors. 230,000 tested, under 10 active. AID 1477; further: % of control where 0% means no effect
# Target sequence (Q01196 whole entry, looked up): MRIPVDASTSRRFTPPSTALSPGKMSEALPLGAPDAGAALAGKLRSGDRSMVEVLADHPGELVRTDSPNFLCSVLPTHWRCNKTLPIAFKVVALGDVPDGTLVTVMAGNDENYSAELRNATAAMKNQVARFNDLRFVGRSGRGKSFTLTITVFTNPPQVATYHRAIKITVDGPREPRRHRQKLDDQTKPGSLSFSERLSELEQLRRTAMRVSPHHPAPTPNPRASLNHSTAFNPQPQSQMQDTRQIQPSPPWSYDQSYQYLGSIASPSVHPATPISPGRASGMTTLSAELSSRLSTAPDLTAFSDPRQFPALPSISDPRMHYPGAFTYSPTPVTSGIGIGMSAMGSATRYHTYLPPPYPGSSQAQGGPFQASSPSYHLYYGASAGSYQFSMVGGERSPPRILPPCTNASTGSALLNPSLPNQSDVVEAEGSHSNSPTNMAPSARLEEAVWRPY
# Target sequence (Q13951 whole entry, looked up): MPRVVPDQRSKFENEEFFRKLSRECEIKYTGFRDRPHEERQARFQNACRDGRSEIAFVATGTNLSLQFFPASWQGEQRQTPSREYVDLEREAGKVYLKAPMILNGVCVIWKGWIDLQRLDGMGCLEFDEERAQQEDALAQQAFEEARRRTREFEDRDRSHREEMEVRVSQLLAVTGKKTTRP
#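 Room-temperature protein-protein interaction test with 30 nM each of His-tagged CBF-beta and biotinylated RUNX1, 15 min with compound, then 90 min with nickel plus streptavidin beads. Signal read in AlphaScreen mode.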
# Tau fluor counter = counter-screen for tau fibril formation inhibitors; Potency, µM (highest dose often 57.7 µM), inactives show at the highest dose activity change, negative = decrease; hit rate 0.93% among 280,000; tau K18 P301L (four-repeat tau fragment) Alexa594 fluorescence, heparin fibrillization; AID 1463; further: potency means the concentration at half of the fitted maximal effect; on the % scale 0 is the no-effect control and ±100 the full control effect; nearly all actives have a fitted effect of over 55% in size
#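 Human K18 P301L tau (15 uM unlabeled plus 0.24 uM Alexa 594-labeled, final) in 100 mM sodium acetate pH 7 was mixed with compound and 20 uM heparin and incubated 6 hr at 37 C.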
# TR SRC2 fluor cs = counter-screen for TRb-SRC2 inhibitors: fluorescence interference; AID 1479; Potency, µM (titrated, usually from 106 µM), inactives show at the highest dose fluorescence change, negative = quenching; hit rate 0.29% among 280,000; TRb/SRC2 Texas Red total fluorescence interference; active means well fitted curve in either direction with a large enough effect; inconclusive means small, poorly fitted or top-dose-only effect; further: potency means the concentration at half of the fitted maximal effect; on the % scale 0 is the no-effect control and ±100 the full control effect
#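 Human TRb ligand-binding domain at 0.6 uM with 20 nM Texas Red SRC2 peptide in Tris buffer containing 1 uM T3 and 5% DMSO, incubated with compound 5 h at ambient temperature. Total fluorescence (555/632 nm) calculated as parallel + 2 × perpendicular.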
# TRb-SRC2 inh = disrupts binding of human TR beta to SRC2; hit rate 0.065% among 280,000; AID 1469; Potency, µM (doses to about 106 µM), inactives show top-dose activity change, negative = inhibition, actives largely listed as inhibitors; TRbeta-SRC2 peptide binding, fluorescence polarization; receptor liganded with 1 µM T3; P10828;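 further: potency means the concentration at half of the fitted maximal effect; plate controls were bound peptide for no effect and peptide without receptor for full effect; nearly all actives have a fitted effect of over 50% in size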
#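 Human TRb ligand-binding domain (0.6 uM) is mixed with 20 nM Texas Red SRC2 peptide and 1 uM T3; after compound addition and 5 hr at ambient temperature, polarization is measured and normalized to unbound and bound controls.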
# NPSR antagonist = blocks cAMP signaling of the human neuropeptide S receptor; Q6W5P4; CHO-NPSR cells, cAMP TR-FRET, antagonist mode; Potency, µM (series often up to 38.3 µM), for inactives: top-dose activity change, negative = inhibition, most hits filed as inhibitors; hit rate 1% among 220,000; AID 1461; further: potency means the concentration at half of the fitted maximal effect; on the % scale 0 is the no-effect control and ±100 the full control effect; nearly all actives have a fitted effect of over 50% in size; many of its hits are not listed in these tables
# Tau FP inhib = blocks human tau fibril formation measured by polarization; Potency, µM (titrated, usually from 57.7 µM), for inactives: at the top dose activity, negative = inhibition, usual class: inhibitors; K18 P301L tau heparin fibrillization, Alexa594 FP, 6 h; AID 1468; hit rate 0.39% among 280,000; further: potency means the concentration at half of the fitted maximal effect; on the % scale 0 is the no-effect control and ±100 the full control effect; nearly all actives have a fitted effect of over 55% in size
# Target sequence (P10636 561-689 P618L limits assumed): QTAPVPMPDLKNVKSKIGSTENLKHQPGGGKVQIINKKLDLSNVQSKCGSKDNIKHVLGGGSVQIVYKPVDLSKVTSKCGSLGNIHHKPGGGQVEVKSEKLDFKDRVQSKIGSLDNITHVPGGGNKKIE
#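 Human tau K18 […] P301L fragment, 15 uM unlabeled plus 0.24 uM Alexa 594-labeled tau (final), with compound and 20 uM heparin in 100 mM sodium acetate pH 7; 6 hr at 37 C, then Alexa 594 FP read.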
# aGal spleen mod = inhibits or activates alpha-galactosidase in human spleen homogenate. P06280. Potency, µM (top dose mostly 80 µM), for the others: top-dose activity change, negative = inhibition, actives largely listed as inhibitors. AID 2107. hit rate 0.008% among 240,000. human spleen homogenate, 4MU-alpha-Gal fluorescence, 40 min;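 further: potency means the concentration at half of the fitted maximal effect; 0% = enzyme with vehicle and -100% = no enzyme basal signal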
#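 Human spleen homogenate (1 ug) as enzyme source, 4-methylumbelliferyl-alpha-D-galactopyranoside 1 mM final, citrate/phosphate pH 5.0 with 0.01% Tween-20. Compounds 40 min at 37C, NaOH/glycine stop; fluorescence Ex 365/Em 440, Hill-fit AC50.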
# Epigenetic reg = derepresses silenced GFP reporter in murine cells; AID 1865; murine LDR cells, GFP reporter derepression, 30 h; hit rate 0.2% among 280,000; Potency, µM (titrated, usually from 53.9 µM), inactives show at the highest dose GFP activation, hits mostly activators; further: potency means the concentration at half of the fitted maximal effect; % of control where 0% means no effect; nearly all actives have a fitted effect of over 60% in size
#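 Murine LDR cells bearing a silenced CMV-driven GFP reporter were exposed to compound for 30 h at 37 C. After PBS washes, GFP-positive cells (20-120 um objects) counted by laser-scanning microplate cytometry.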
# Active calls of the source: *; ? = inconclusive; . = no result given; [ ] = remark or other dose. Unless noted, the call rests on the fitted dose curve; in most records, active means well fitted curve in the direction sought with a large enough effect; inconclusive means small, poorly fitted or top-dose-only effect, or another doubt; inactive means no such curve, though single readings can be large; an effect the other way counts as inactive or inconclusive. Some of the compounds tested; the hit share may differ from the screen's.
(1) CCc1nc2ccccc2c(C(=O)OCC(=O)Nc2cccc(S(=O)(=O)N3CCOCC3)c2)c1C
(2) CC(=O)Nc1cn(-c2ccccc2)nc1-c1ccccc1
(3) Nn1cc(-c2ccccc2)nc1SCC(=O)NC1CCS(=O)(=O)C1 (stereo not given)
(4) COC(=O)Cn1c(C)c(C#N)c2ccccc21
(5) CC(C)NC(=S)N/N=C/c1cc(Br)ccc1O
(6) CC1CCCCC1NC(=O)COC(=O)c1ccccn1 (stereo not given)

assay / compound | 1 | 2 | 3 | 4 | 5 | 6
CBFb RUNX1 block | -14.0% | 3.4% | -3.3% | -18.5% | ? | 2.5%
Tau fluor counter | ? | -9.5% | -2.5% | 6.6% | ? | -7.0%
TR SRC2 fluor cs | 1.2% | 0.9% | -0.2% | -2.3% | 1.2% | 0.0%
TRb-SRC2 inh | 4.3% | -7.4% | 5.3% | -11.8% | -8.5% | 4.8%
NPSR antagonist | -26.9%[46.1 µM] | 4.9% | -14.9%[46.1 µM] | -0.5%[46.1 µM] | 8.2% | -6.7%[46.1 µM]
Tau FP inhib | -14.2% | -3.7% | 3.6% | -0.8% | 14.4% | -3.7%
aGal spleen mod | -8.4% | -1.8% | 0.2% | 18.5% | -0.7% | 0.2%
Epigenetic reg | 0.0% | -1.7% | 3.9% | 0.0% | 0.0% | -2.1%

(7) CC(C)(C)OC(=O)N1CCC(c2c(C(=O)NCc3ccco3)cnn2-c2ccc(F)cc2F)CC1
(8) COc1ccccc1-c1nnc2n1N=C(C(C)(C)C)CS2
(9) CCCCNC(=O)c1ccc2c(c1)N(CC)C(=O)c1ccccc1S2
(10) CC1CCN(S(=O)(=O)c2ccc3nc(N4CCN(c5ccc(F)cc5)CC4)ccc3c2)CC1
(11) CC1SC(c2ccc(F)cc2)NC1=O (stereo not given)
(12) COc1ccc(C2C(C(=O)OCC(=O)Nc3ccc(C)cc3)CCC(=O)N2c2ccc(OC)cc2)cc1 (stereo not given)

assay / compound | 7 | 8 | 9 | 10 | 11 | 12
CBFb RUNX1 block | . | -0.3% | . | . | 2.6% | -6.6%
Tau fluor counter | -1.6% | 1.4% | 11.0% | -5.7% | -1.2% | -15.2%
TR SRC2 fluor cs | -4.2% | 0.4% | -3.7% | 0.8% | 0.4% | -0.1%
TRb-SRC2 inh | -2.8% | 4.2% | -0.9% | 0.5% | -3.7% | -5.0%
NPSR antagonist | . | -22.6%[46.1 µM] | . | . | 5.1% | -14.0%[46.1 µM]
Tau FP inhib | -4.3% | 2.0% | 15.3% | -10.7% | -1.6% | 8.5%
aGal spleen mod | . | 0.9% | . | . | -0.4% | 0.8%
Epigenetic reg | -0.4% | -1.0% | 0.0% | 0.4% | 0.9% | -2.7%

# One compound at a time, as listed above. Screens in order: CBFb RUNX1 block, Tau fluor counter, TR SRC2 fluor cs, TRb-SRC2 inh, NPSR antagonist, Tau FP inhib, aGal spleen mod, Epigenetic reg
# `CC1CCN(S(=O)(=O)c2ccc3nc(N4CCN(c5ccc(F)cc5)CC4)ccc3c2)CC1` is listed with ., -5.7%, 0.8%, 0.5%, ., -10.7%, ., 0.4%
# `CC1SC(c2ccc(F)cc2)NC1=O` (stereo not given) is listed with 2.6%, -1.2%, 0.4%, -3.7%, 5.1%, -1.6%, -0.4%, 0.9%
# `CCCCNC(=O)c1ccc2c(c1)N(CC)C(=O)c1ccccc1S2` is listed with ., 11.0%, -3.7%, -0.9%, ., 15.3%, ., 0.0%
# `CC(C)(C)OC(=O)N1CCC(c2c(C(=O)NCc3ccco3)cnn2-c2ccc(F)cc2F)CC1` is listed with ., -1.6%, -4.2%, -2.8%, ., -4.3%, ., -0.4%

# The list goes on:
(13) CCN1CCN(c2ccc(NC(=O)c3cccc4ncccc34)cc2)CC1
(14) Cc1ccc(C2CC(=O)n3nc(-c4ccc(Cl)cc4)nc3S2)cc1 (stereo not given)
(15) CS(=O)(=O)N(CC(=O)NCc1ccc2c(c1)OCO2)c1ccc(Cl)cc1
(16) Cc1ccnc(NS(=O)(=O)c2ccc(NC(=O)c3ccc(S(=O)(=O)N4CCOCC4)cc3)cc2)n1
(17) Cc1cc[n+](-c2[nH]c(=O)sc2/C=N/N=C(\[O-])c2ccccc2)cc1C
(18) Cc1cc(C)nc(SCc2ccc(C(=O)N/N=C/c3ccncc3)cc2)n1

assay / compound | 13 | 14 | 15 | 16 | 17 | 18
CBFb RUNX1 block | -1.0% | . | 1.5% | -3.9% | 27.1% | -1.9%
Tau fluor counter | -12.7% | -6.2% | 0.2% | -0.1% | -11.4% | -23.4%
TR SRC2 fluor cs | -4.6% | 2.6% | -3.1% | -1.8% | -5.6% | 0.1%
TRb-SRC2 inh | 1.9% | -3.1% | 2.0% | -8.0% | 3.8% | -0.3%
NPSR antagonist | -18.8%[46.1 µM] | . | -9.3%[46.1 µM] | 8.0% | -18.5% | 7.0%
Tau FP inhib | -2.5% | -1.7% | 2.2% | -2.8% | 5.0% | -10.1%
aGal spleen mod | -0.4% | . | 0.0% | -4.6% | -14.5% | -5.6%
Epigenetic reg | -1.0% | -1.0% | -0.1% | 0.9% | -1.8% | 0.7%

(19) CC(CC(=O)N1CCc2ccccc21)c1ccccc1 (stereo not given)
(20) CCc1ccccc1NC(=S)N(CCCN1CCOCC1)Cc1cccs1
(21) Cc1nn(Cc2n[nH]c(=S)n2Cc2ccccc2)c(C)c1Cl
(22) CCCSc1nsc(N)n1
(23) CS(=O)(=O)N(CC(=O)NCCC1=CCCCC1)C1CCCCC1
(24) C=CCNc1nc(Nc2ccc(OC)cc2)nc(OCC)n1
(25) Cc1ccc(OC(=O)Nc2ccccc2)cc1

assay / compound | 19 | 20 | 21 | 22 | 23 | 24 | 25
CBFb RUNX1 block | 9.9% | -6.0% | 1.0% | -1.2% | 2.5% | -1.2% | 0.6%
Tau fluor counter | -16.2% | 14.9% | -18.9% | -5.8% | -8.2% | -15.0% | 2.4%
TR SRC2 fluor cs | 0.3% | -0.4% | 1.9% | -2.3% | 2.1% | -0.6% | -0.5%
TRb-SRC2 inh | 3.3% | 3.8% | -1.7% | 4.7% | -4.2% | 3.6% | 5.9%
NPSR antagonist | -10.8%[46.1 µM] | -21.6% | -9.1%[46.1 µM] | 0.8%[46.1 µM] | -6.8%[46.1 µM] | -15.8%[46.1 µM] | 6.9%
Tau FP inhib | -2.3% | 5.5% | -12.3% | -2.8% | -2.5% | 1.4% | 3.2%
aGal spleen mod | 3.1% | -6.6% | -0.8% | 4.8% | -4.7% | -1.2% | 3.0%
Epigenetic reg | -2.9% | -0.9% | -2.3% | -4.3% | 1.1% | -7.1% | -1.4%

# 4 entries already listed, sorted by SMILES length, largest number first.
(23) CS(=O)(=O)N(CC(=O)NCCC1=CCCCC1)C1CCCCC1
(20) CCc1ccccc1NC(=S)N(CCCN1CCOCC1)Cc1cccs1
(24) C=CCNc1nc(Nc2ccc(OC)cc2)nc(OCC)n1
(22) CCCSc1nsc(N)n1

assay / compound | 23 | 20 | 24 | 22
CBFb RUNX1 block | 2.5% | -6.0% | -1.2% | -1.2%
Tau fluor counter | -8.2% | 14.9% | -15.0% | -5.8%
TR SRC2 fluor cs | 2.1% | -0.4% | -0.6% | -2.3%
TRb-SRC2 inh | -4.2% | 3.8% | 3.6% | 4.7%
NPSR antagonist | -6.8%[46.1 µM] | -21.6% | -15.8%[46.1 µM] | 0.8%[46.1 µM]
Tau FP inhib | -2.5% | 5.5% | 1.4% | -2.8%
aGal spleen mod | -4.7% | -6.6% | -1.2% | 4.8%
Epigenetic reg | 1.1% | -0.9% | -7.1% | -4.3%
